# Screens as filed in PubChem.
# RECQ1 inh = inhibitors of human RECQ1 DNA helicase | hit rate 0.54% among 240,000 | RECQ1 DNA unwinding, red fluorescence kinetic read | Potency, µM (series often up to 57.3 µM), inactives show top-dose activity, negative = inhibition, most hits filed as inhibitors | AID 2549;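 also: plate controls were vehicle for no effect and no enzyme for full effect; nearly all actives have a fitted effect of over 30% in size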
# Target sequence (P46063 whole entry, looked up): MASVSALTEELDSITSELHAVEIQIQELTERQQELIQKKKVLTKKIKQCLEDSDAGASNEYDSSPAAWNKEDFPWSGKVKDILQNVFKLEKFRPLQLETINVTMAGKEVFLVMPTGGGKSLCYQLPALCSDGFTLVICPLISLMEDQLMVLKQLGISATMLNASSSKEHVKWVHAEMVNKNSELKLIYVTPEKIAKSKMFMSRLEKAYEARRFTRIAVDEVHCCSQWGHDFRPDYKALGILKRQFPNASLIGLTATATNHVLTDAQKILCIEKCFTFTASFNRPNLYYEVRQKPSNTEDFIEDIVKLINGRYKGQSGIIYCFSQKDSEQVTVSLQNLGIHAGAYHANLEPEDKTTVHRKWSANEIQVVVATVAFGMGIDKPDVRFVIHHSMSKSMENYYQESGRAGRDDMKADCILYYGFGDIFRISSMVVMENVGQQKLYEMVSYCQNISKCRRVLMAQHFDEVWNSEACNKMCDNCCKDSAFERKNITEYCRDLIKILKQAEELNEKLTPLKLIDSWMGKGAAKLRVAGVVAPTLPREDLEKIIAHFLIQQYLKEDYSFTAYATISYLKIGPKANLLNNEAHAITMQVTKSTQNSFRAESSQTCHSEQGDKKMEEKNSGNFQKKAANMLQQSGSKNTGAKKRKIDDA
#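 50 nM RECQ1T1 preincubated 15 min with compound in Tris pH 8.0 buffer with MgCl2, DTT, Tween-20 and 2.5 ug/ml poly(dI-dC); started with 200 nM TAMRA/BHQ-2 forked duplex and 2 mM ATP. Unwinding read as fluorescence (525/598 nm), two reads 2 h apart.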
# TRb SRC2 PPI = inhibitors of human thyroid hormone receptor beta-SRC2 interaction | hit rate 0.065% among 280,000 | TRbeta-SRC2 peptide binding, fluorescence polarization; receptor liganded with 1 µM T3 | AID 1469 | Potency, µM (series often up to 106 µM), inactives show at the top dose activity change, negative = inhibition, actives largely listed as inhibitors | P10828;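 also: plate controls were bound peptide for no effect and peptide without receptor for full effect; nearly all actives have a fitted effect of over 50% in size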
#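 Fluorescence polarization of 20 nM Texas Red SRC2 peptide (20-aa NR interaction domain) bound to 0.6 uM human TRb ligand-binding domain, with 1 uM T3, after 5 hr at ambient temperature; inhibition seen as decreased polarization.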
# GoLoco inh red = inhibitors of human Gai1-RGS12 GoLoco interaction (red fluorophore); P63096; Potency, µM (top dose mostly 61.6 µM), for inactives: at the highest dose activity, negative = inhibition, most hits filed as inhibitors; Gai1:RGS12 GoLoco peptide FP, rhodamine, 10 min; hit rate 0.44% among 230,000; active = well fitted inhibition curve with a large enough effect, not every such curve was filed as active; inactive = no such curve, though single readings can be large or run the other way; also: % is scaled to controls: 0 for no effect and ±100 for the full control effect; nearly all actives have a fitted effect of over 30% in size; many of its hits are not listed in these tables
# Target sequence (P63096 whole entry, looked up): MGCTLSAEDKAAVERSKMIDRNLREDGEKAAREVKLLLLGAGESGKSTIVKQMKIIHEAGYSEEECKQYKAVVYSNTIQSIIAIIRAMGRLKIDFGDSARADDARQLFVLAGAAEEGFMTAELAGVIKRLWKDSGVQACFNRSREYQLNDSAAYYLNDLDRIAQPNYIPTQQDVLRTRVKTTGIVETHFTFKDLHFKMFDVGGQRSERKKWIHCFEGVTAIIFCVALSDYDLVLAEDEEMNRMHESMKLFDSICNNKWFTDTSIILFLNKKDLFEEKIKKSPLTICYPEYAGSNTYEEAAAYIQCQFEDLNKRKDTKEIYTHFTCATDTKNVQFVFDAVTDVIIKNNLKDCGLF
# ALDH1A1 block = blocks purified human ALDH1A1 activity | hit rate 7.3% among 220,000 | Potency, µM (top dose mostly 75.3 µM), for the others: at the highest dose activity, negative = inhibition, most hits filed as inhibitors | Purified ALDH1A1, NADH fluorescence, propionaldehyde substrate; active = well fitted inhibition curve with a large enough effect, not every such curve was filed as active; inconclusive = small, poorly fitted or top-dose-only effect, or another doubt; inactive = no such curve, though single readings can be large or run the other way;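 also: plate controls were no enzyme wells and a reference inhibitor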
# LMNA splice mod = LMNA splicing modulation. HeLa LMNA splicing GFP/RFP minigene ratio, 48 h. hit rate 0.01% among 200,000. AID 1487. Potency, µM (series often up to 46.1 µM), for inactives: at the top dose ratio change, negative = inhibition, actives largely listed as inhibitors; active = well fitted inhibition curve with a large enough effect in the signal ratio, with a control signal flat, not every such curve was filed as active; inconclusive = small, poorly fitted or top-dose-only effect, or effect the other way, or a change in a side signal; the % refers to the signal ratio; also: % is scaled to controls: 0 for no effect and ±100 for the full control effect
#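 S3 HeLa stable clones carrying a lamin A-EGFP splicing minigene plus DsRed2 were seeded at 600 cells/well in Opti-MEM with 2% FBS, pin-dosed and incubated 48 h at 37°C. Acumen cytometry (488 nm) gave the GFP/RFP total-intensity ratio.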
# TexasRed fluor = counter-screen for TRb-SRC2 inhibitors: fluorescence interference; TRb/SRC2 Texas Red total fluorescence interference; Potency, µM (series often up to 106 µM), without a hit: at the top dose fluorescence change, negative = quenching; hit rate 0.29% among 280,000; active = well fitted curve in either direction with a large enough effect; inconclusive = small, poorly fitted or top-dose-only effect; also: % is scaled to controls: 0 for no effect and ±100 for the full control effect
#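 Human TRβ ligand-binding domain (0.6 uM) and Texas Red SRC2 peptide (20 nM) in Tris buffer with 1 uM T3 and 5% DMSO were incubated with pinned compound for 5 hr at ambient temperature. Total fluorescence was computed as S + 2P (555/632 nm).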
# SMN2 splice up = enhancers of SMN2 splice variant expression | HEK293 SMN2-luciferase splicing reporter, luminescence, 30-36 h | Potency, µM (doses to about 46.1 µM), for inactives: at the top dose activity change, positive = activation, most hits filed as activators | hit rate 2.8% among 210,000; also: % of control where 0% means no effect; nearly all actives have a fitted effect of over 55% in size
#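 qHTS luciferase splicing reporter: luminescence rises when SMN2 exon 7 is included in transfected HEK293 cells. Compound exposure lasted 30-36 h at 37C, with 4.5 mM final sodium butyrate as control, followed by a ONE-Glo read.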
# KDM4E inh = JMJD2E (human) inhibition; AID 2147; B2RXH2; hit rate 1.6% among 230,000; Potency, µM (top dose mostly 57.1 µM), for inactives: at the top dose activity change, negative = inhibition, hits mostly inhibitors; JMJD2E catalytic domain, FDH-coupled NADH fluorescence (FDH is formaldehyde dehydrogenase); active = well fitted inhibition curve with a large enough effect, not every such curve was filed as active; inconclusive = small, poorly fitted or top-dose-only effect, or another doubt; inactive = no such curve, though single readings can be large or run the other way;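 also: 0% = wells with enzyme and -100% = buffer wells without enzyme; nearly all actives have a fitted effect of over 50% in size; many of its hits are not listed in these tables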
# Numbers without * were called inactive; i = inactive; ? = inconclusive; . = no result given; & = joins results of further samples; [ ] = another dose, or the depositor's remark. Unless noted, calls follow the shape of the dose curve; as a rule, active = well fitted curve in the direction sought with a large enough effect; inconclusive = small, poorly fitted or top-dose-only effect, or another doubt; inactive = no such curve, though single readings can be large; an effect the other way counts as inactive or inconclusive. Potency is read from the fitted curve at half-maximal effect.
SMILES,RECQ1 inh,TRb SRC2 PPI,GoLoco inh red,ALDH1A1 block,LMNA splice mod,TexasRed fluor,SMN2 splice up,KDM4E inh
CC(C)(C)NC(=O)COC(=O)c1ccccc1OCC(=O)Nc1ccc(Br)cc1,1%,-3%,.,-5%,0%,-11%,.,5%
COCCCn1c(SCC(=O)NC(C)(C)C)nnc1-c1cccs1,0%,2%,-4%,.,.,-4%,.,-7%
COc1ccc(NC(=S)N2c3ccccc3CC2C)cc1OC (stereo not given),8%,-12%,-5%,?,.,1%,-18%,-14%
Cn1cc(C(=O)OCC2CCN(CCNS(C)(=O)=O)CC2)c2ccccc21,i,0%&11%,-9%&5%,-3%&-3%,?,0%&-4%,8%,9%&-14%
C/C(=N\NC(=O)c1nn(C)c(C)c1Br)c1cccc(NC(=O)c2ccoc2C)c1,i,-3%,1%,?,6%,2%,9%,?
CCOC(=O)/C(C#N)=C/c1c(Oc2cccc(C)c2)nc2ccccn2c1=O,-3%,-4%,2%,.,.,-2%,.,-4%
COCCOC(=O)c1c(C)oc2ccc(NS(=O)(=O)c3ccccc3)cc12,i,-1%,6%,20µM*,2%,-8%,.,-1%
C=C(C)c1cccc(C(C)(C)NC(=O)NC2CC(C)(C)NC(C)(C)C2)c1,i,1%,5%,7%,-2%[46 µM],-3%,11%,7%
CC(C)(C)C(=O)C(Oc1ccc(Cl)cc1)n1ccnc1 (stereo not given),.,-5%,-17%,.,?,1%,.,.
CCOC(=O)/C(C#N)=C/c1cc2ccccc2nc1N1CCCCC1,i,9%,44%[activator],19µM*,-12%[46 µM],-6%,-5%,0%
COCCNc1cc(C)c(C#N)c2nc3ccccc3n12,6%,0%,10%,?,?,-4%,3%,?
CCN(CC)CCNCC(O)(c1ccc(Cl)cc1)c1ccc(Cl)cc1,1%,-9%,-3%,-3%,?,-2%,-16%,14%
CCOC(=O)c1cc(NC(=O)N(CC)CC)c(C)nc1C,12%,0%,6%,7%,9%,-2%,-3%,?
Cn1c(CCNC(=O)c2ccco2)nc2cc(NC(=O)NC3CCCCC3)ccc21,i,-1%,4%,?,-9%,-5%,?,8%
Cc1cc(C)cc(OCC(=O)N/N=C/c2ccc([N+](=O)[O-])o2)c1,i,-5%,6%,0%,4%[46 µM],-2%,-24%,-2%
COc1ccc(CCN(CC(=O)NC2CCCC2)C(=O)Cn2nnc(-c3ccc(C)o3)n2)cc1OC,i,-10%[53 µM],-11%,2%,.,2%[53 µM],.,4%
N#CCCn1c(=S)[nH]c2ccccc21,-13%,-3%,5%,?,-1%,1%,-10%,4%
CC(=O)C(Sc1nc(-c2ccc(F)cc2)nc2c1c(=O)n(C)c(=O)n2C)C(C)=O,-16%,-3%,-1%,-12%,.,-2%,.,9%
CCN1C(=O)C(CC(=O)Nc2ccc(OC)cc2)N(Cc2ccc3c(c2)OCO3)C1=S (stereo not given),-9%,4%,3%,?,-12%,-2%,-4%,?
Cc1ccccc1Nc1nnc(SCC(=O)NCc2ccco2)s1,-6%,-16%,4%,-6%,?,-7%,6%,-2%
CC1(C)Cc2ccccc2-c2nc3n(c(=O)c21)CCCS3,3%,3%,21%,?,.,-2%,-22%,0%
Cc1nn(Cc2ccc(F)cc2)c(C)c1NC(=O)c1cnn2c1NC(c1cccs1)CC2C(F)(F)F (stereo not given),i,-16%,23%,-4%,5%,3%,8%,-7%
COc1ccc(-n2c(=O)c(-c3cc(F)cc(F)c3)nc3cnc(N4CCNCC4)nc32)cc1,-1%,.,13%,?,.,.,-25%,.
Nc1cccc(CN2CCCC2)c1,i,5%,-13%,7%,.,1%,-5%,-5%
CCOc1ccc(NC(=O)CC2C(=O)N(c3ccccc3)C(=O)N2CCOC)cc1 (stereo not given),0%,12%,-8%,16µM*,.,0%,63%,-3%
CC[C@@H]1Cn2c(c3nc(-c4ccccc4)nc-3n(C)c2=O)N1,-5%,1%,4%,?,.,-1%,-11%,?
CCOC(=O)c1nc(C)n(-c2ccc(Cl)cc2)n1,-13%,-9%,-11%,6%,-6%,1%,14%,6%
CCOc1ccc(N(CC(=O)Nc2cccc(Cl)c2)S(=O)(=O)c2c(C)noc2C)cc1,-16%,6%,1%,8%,-21%,-1%,-30%[inhibitor],-3%
CC1=CCC2C(=O)N(c3ccc(N4CCOCC4)cc3)C(=O)C2C1 (stereo not given),-2%,-2%,-2%,.,.,-1%,.,-4%
CCc1nc(-c2ccccc2O)n(-c2ccccc2)n1,i,-5%,4%,11%,?,3%,-16%,9%
C#CCCOC(=O)N1C2=NC(C(=O)OC)=C(C(=O)OC)[C@@H]3N(CC#CC)c4ccccc4[C@]23C[C@H]1C(=O)OC,-7%[11.5 µM],8%[11.2 µM],8%[14.2 µM],7%[13.5 µM],6%[9.22 µM],3%[11.2 µM],-9%[9.22 µM],4%[11.4 µM]
O=C(Nc1ccccc1F)Nc1ccccc1OC(F)F,i,-2%,6%,-2%,.,-2%,-8%,12%
COc1ccccc1-c1noc(CSc2nc(C)cc(=O)[nH]2)n1,i,-7%,13%,4%,?,-7%,.,-29%
CCOC(=O)N1CCN(C(=O)/C(=C/c2ccc(OC)c(OC)c2)NC(=O)c2ccccc2)CC1,-13%,-4%[53 µM],-6%,4%,18%[46 µM],-2%[53 µM],.,?
CCOc1cc(CNc2cccc3ccccc23)cc(Br)c1OCC(=O)NC(C)(C)C,-12%,-2%,4%,?,?,1%,1%,?
CCOC(=O)CNS(=O)(=O)c1ccc(S(=O)(=O)N2CCCC2)cc1,0%,2%,-7%,?,-2%,0%,1%,8%
COc1ccc(-c2csc(=Nc3ccccc3)n2CCO)cc1,i,-2%,-7%,-15%,?,-2%,-71%[inhibitor],-7%
O=C(CN1CCN(c2ccccc2)CC1)N1CCc2[nH]c3ccccc3c2C1,-12%,-2%,2%,-5%,-3%,-3%,-11%,0%
CCN(CC)C(=O)CSc1nnc(-c2cnccn2)n1-c1ccccc1,-2%,2%,15%,7%,8%,0%,-7%,1%
CCCc1cc(-c2nc(N)ncc2-c2csc(C)n2)c(O)cc1OC,-2%,-3%,15%,0%,-9%[46 µM],-4%,24%,6%
CC(C)C(=O)Nc1cccc(NC(=O)c2ccc([N+](=O)[O-])cc2Cl)c1,-12%,-14%,-17%,-9%,-19%,-3%,-5%,-2%
CN(c1cccc(NC(=O)Nc2ccc(Cl)cc2)c1)S(C)(=O)=O,-2%,0%,3%,-12%,8%,1%,-20%,2%
O=C(CSc1ccccc1)N1CCN(c2ccccn2)CC1,-6%,-7%,-3%,?,5%[46 µM],-4%,26%,?
O=C(Nc1nnc(SCc2ccc(F)cc2)s1)c1cccnc1Cl,-6%,-3%,12%,2%,1%[46 µM],-6%,-14%,-7%
Cc1cc(C)n2cc(CSc3nnnn3-c3ccccc3)nc2n1,2%,7%,-13%,?,-1%,4%,15%,?
O=C(CNC(=S)N(Cc1ccc(F)cc1)C1CCCCC1)NCC1CCCO1 (stereo not given),-6%,-9%,1%,-42%,-16%[46 µM],-3%,18%,-4%
Cc1nc2ccc(NC(=S)NC3CC3)cc2nc1C,-5%,3%,9%,3%,3%,-5%,?,-6%
C=C(C)C(=O)c1ccc2c(c1)OCO2,i,4%,-18%,-5%,.,-2%,8%,0%
CNc1nc(-c2ccccc2C)nc2ccccc12,i,.,-4%,8%,-9%,.,.,.
COc1ccccc1N/C(=N/S(=O)(=O)c1ccc(C)cc1)c1ccccc1,i,1%,8%,-15%,?,-7%,-2%,-5%
COc1cc(OC)cc(C(C(=O)NCc2ccccc2)N(Cc2ccco2)C(=O)c2ccno2)c1 (stereo not given),-19%,-2%,41%[activator],-11%,15%,1%,-4%,-3%
N#CCC1c2ccccc2CCN1C(=O)Nc1ccc(Cl)cc1 (stereo not given),?,-4%,0%,-2%,-3%,2%,3%,-3%
COc1ccc(CNC(=O)Nc2ccc(C)cc2)cc1,-12%,-2%,1%,-2%,-3%,-6%,?,4%
Cc1ccc2[nH]c3c(N4CCc5ccccc5C4)ncnc3c2c1,-17%,4%,3%,-9%,-2%,-1%,-37%[inhibitor],?
Cn1c(SCC(=O)Nc2cc(=O)n(C)c(=O)n2C)nnc1C12CC3CC(CC(C3)C1)C2,-14%,-1%,2%,3%,0%,-8%,-11%,5%
COc1cccc(NC(=S)NC(C)c2ccc(OC)c(OC)c2)c1 (stereo not given),i,-2%,21%,-1%,-13%[46 µM],-3%,-9%,7%
S=C(NCC1CCCO1)Nc1ccc(Cl)cc1 (stereo not given),-5%,-3%,9%,-15%,?,-1%,?,2%
COc1ccc(CN(C)CC(=O)Nc2ccccc2-c2ccccc2)c(OC)c1,0%,4%,3%,2.8µM*,?,0%,-72%[inhibitor],-24%
CCCCCCCCC(=O)N/N=C(\C)c1ccco1,-1%,1%,9%,5%,3%,-3%,5%,-3%
C=C(C(C)=O)C(O)/C=C/c1ccco1 (stereo not given),?,4%,5%,-14%,.,0%,5%,-4%

# The list continues:
SMILES,RECQ1 inh,TRb SRC2 PPI,GoLoco inh red,ALDH1A1 block,LMNA splice mod,TexasRed fluor,SMN2 splice up,KDM4E inh
COc1ccccc1C1C(C(=O)c2cc3ccccc3o2)=C(O)C(=O)N1CCN1CCOCC1 (stereo not given),-14%,-14%,-4%,20µM*,2%,-1%,4%,-20%
O=C1c2ccccc2NC(c2ccc(-c3cccc([N+](=O)[O-])c3)o2)N1O (stereo not given),i,-1%,8%,14µM*,?,0%,-82%[inhibitor],?
O=C(Nc1ccc(F)cc1F)c1cccn1-c1ncc(C(F)(F)F)cc1Cl,6%,-7%,-1%,-8%,-2%,-3%,-1%,-17%
CSCC[C@H](NC(=O)C1CCN(S(=O)(=O)c2ccc(C)cc2)CC1)C(=O)NC1CCS(=O)(=O)C1 (stereo not given in full),1%,0%,-15%,8%,?,-3%,3%,-4%

# Some of the compounds tested; rates above refer to the full screens.
